Bioassay records as filed in PubChem.
GRK2 inh – compounds blocking aptamer binding on GRK2 – biochemical, human GRK2, bead flow cytometry, HTS, primary screen | FAM-aptamer displacement from GRK2 | inhibition of aptamer binding, % at 10 µM | hit rate 0.59% among 330,000 | AID 488847, 2010;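 active = inhibition of aptamer binding above 40%, roughly 3 SD of noise, on plates passing a quality check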;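 note: median bead fluorescence of bound FAM aptamer so fluorescent compounds give negative values; no value below 0 was filed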
HCV core dimer – inhibitors of HCV core protein dimerization, primary screen, biochemical, TR-FRET, high-throughput | hit rate 0.33% among 300,000 | inhibition, % at 5 µM | TR-FRET GST/Flag-core106 dimerization, 1536-well | AID 1899, 2009;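 active = inhibition above the mean of all tested compounds plus 3 SD, set per screening campaign, cut at about 45% in these data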
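System – GST-tagged and Flag-tagged HCV core protein residues 1-106 · Repeats – one well for each compound · Technique – TR-FRET 671 and 617 nm emission · Doses – one concentration, 5 µM, in 0.5% DMSO · Times – 4 h, 22.5 °C incubation · Also added – Eu donor and XL665 acceptor anti-tag antibodies · Measure – percent inhibition of core106 dimerization signal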
proCasp7 act – procaspase-7 activators, primary screen, counter-screen for procaspase-3 activator project, biochemical, absorbance, HTS, human | Caspase-7 (Homo sapiens), P55210 | AID 463210, 2010 | recombinant procaspase-7, Ac-DEVD-pNA absorbance 405 nm; D23A/D198A/D206A triple mutant, cannot self-cleave; scale: DMSO 0, 5 µM enzyme 100 | activation, % at 8.5 µM | hit rate 0.093% among 330,000;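 active = percent activation above the screen-wide mean plus 3 SD, cut at about 25% in these data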
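System: Uncleavable procaspase-7 mutant enzyme; Amount: 2 µM procaspase-7 mutant as dispensed; Schedule: 1 h compound preincubation, 2 h substrate cleavage, 25 °C; Measured by: 405 nm absorbance of p-nitroaniline; Evaluation: percent activation from buffer-corrected 0–120 min absorbance change; Control set: low DMSO alone, high DMSO plus 5 µM PC-7.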
GASC-1 inh – inhibitors of GASC-1 histone demethylase, primary screen, biochemical, fluorescence, DELFIA europium; Lysine-specific demethylase 4C (Homo sapiens), Q9H3R0; GST-JMJD2C(1-420) H3K9me3 demethylation; inhibition, % at 2.35 µM; hit rate 0.069% among 330,000; AID 2099, 2009;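 active = more than half of a compound's replicate wells show inhibition beyond 50%, single wells judged on their own value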;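 note: signal counts dimethyl H3K9 product captured on neutravidin plate; 0% = median of DMSO wells and 100% = 0.3 times that DMSO median; strong numbers were not always called active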
procasp3 activ – activators of human procaspase-3 D3A mutant, primary screen, biochemical, absorbance, PC-3 D3A mutant, single concentration. Caspase-3 (Homo sapiens), P42574. activation, % at 8.5 µM. hit rate 0.11% among 330,000. AID 463141, 2010. recombinant procaspase-3 D3A, Ac-DEVD-pNA absorbance 405 nm;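 active = activation above the mean of all tested compounds plus 3 SD, cut at about 21% in these data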;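 note: 0% = DMSO alone and 100% = DMSO wells spiked with extra 5 µM PC-3 D3A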
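assay system = Procaspase-3 D3A mutant | signal = absorbance at 405 nm, 0 and 120 min | times = 1 h preincubation plus 2 h reaction at 25 °C | repeats = single replicate | read-out = % activation between DMSO and enzyme-spiked controls | medium = Zinc-free HEPES saline buffer with Triton X-100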
Fh CTSL1 inh – Fasciola hepatica cathepsin L1 inhibitors, primary screen, counter-screen for PFM18AAP inhibitor project, biochemical, QFRET, fluorogenic peptide substrate; inhibition, % at 5.96 µM; hit rate 0.49% among 300,000; recombinant F. hepatica cathepsin L1, Z-Leu-Arg-MCA fluorescence; AID 1906, 2009;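 active = inhibition above the mean of all tested compounds plus 3 SD, set per screening campaign, cut at about 17% in these data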;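 note: 0% = plate median of test compound wells and 100% = 1 µM Z-Phe-Ala-diazomethylketone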
PP5 inh – PP5 phosphatase inhibitors, primary screen, biochemical, fluorescence; inhibition, % at 6.7 µM; purified PP5c, OMFP substrate fluorescence; hit rate 0.18% among 320,000; Serine/threonine-protein phosphatase 5 (Homo sapiens), P53041;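 active = inhibition above the campaign's mean inhibition across all tested compounds plus 3 SD, cut at about 9.5% in these data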;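 note: 0% = DMSO only and 100% = 100 µM cantharidin control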
Target sequence (P53041 whole entry, looked up): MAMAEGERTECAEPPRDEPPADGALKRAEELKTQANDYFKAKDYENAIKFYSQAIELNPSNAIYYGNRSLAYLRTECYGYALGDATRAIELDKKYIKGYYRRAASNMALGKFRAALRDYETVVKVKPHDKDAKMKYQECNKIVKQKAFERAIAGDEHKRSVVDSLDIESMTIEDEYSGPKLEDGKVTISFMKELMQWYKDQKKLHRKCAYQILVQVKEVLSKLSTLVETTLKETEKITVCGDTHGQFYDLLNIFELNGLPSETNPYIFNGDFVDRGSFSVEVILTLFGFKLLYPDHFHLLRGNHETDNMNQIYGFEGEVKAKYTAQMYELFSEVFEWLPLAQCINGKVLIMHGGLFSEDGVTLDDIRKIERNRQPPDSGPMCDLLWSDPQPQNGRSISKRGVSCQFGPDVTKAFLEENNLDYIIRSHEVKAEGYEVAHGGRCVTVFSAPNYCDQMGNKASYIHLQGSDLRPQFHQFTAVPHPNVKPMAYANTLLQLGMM
PP1 counter – PP1-alpha phosphatase inhibitors, primary screen, counter-screen for PP5 inhibitor project, biochemical, fluorescence, OMFP substrate, single point; hit rate 0.9% among 320,000; Serine/threonine-protein phosphatase PP1-alpha catalytic subunit (Homo sapiens), P62136; inhibition, % at 6.7 µM; purified PP1alpha; AID 2235, 2010;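 active = inhibition above the mean inhibition of all tested compounds plus 3 SD, computed separately for each screening campaign, cut at about 15% in these data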
Target sequence (P62136 whole entry, looked up): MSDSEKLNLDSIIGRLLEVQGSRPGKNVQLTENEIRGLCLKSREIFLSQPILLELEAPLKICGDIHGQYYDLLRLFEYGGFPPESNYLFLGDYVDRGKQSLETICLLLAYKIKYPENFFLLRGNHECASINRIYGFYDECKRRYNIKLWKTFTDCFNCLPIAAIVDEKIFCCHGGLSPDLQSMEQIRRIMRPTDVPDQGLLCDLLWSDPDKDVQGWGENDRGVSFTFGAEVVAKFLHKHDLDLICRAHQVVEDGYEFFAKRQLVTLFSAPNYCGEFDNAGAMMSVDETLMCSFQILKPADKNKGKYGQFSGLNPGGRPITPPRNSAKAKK
VLA-4 inh – inhibition in human VLA-4 binding assay, primary screen, VLA-4 allosteric modulator project, MLPCN library, flow cytometry, VLA-4 expressing cells; ligand binding flow cytometry; AID 2557, 2010; Integrin alpha-4 (Homo sapiens), P13612; hit rate 0.2% among 330,000; inhibition, % (about 7 µM as worked out from the volumes in the protocol); in the data active = inhibition above about 50%
The depositor's hits bear a star; i = inactive; x = no result given.

SMILES,GRK2 inh,HCV core dimer,proCasp7 act,GASC-1 inh,procasp3 activ,Fh CTSL1 inh,PP5 inh,PP1 counter,VLA-4 inh
CN(C)CCN(C(=O)C1=COCCO1)c1nc2ccc(F)cc2s1,0.0,-13.6,-7.2,8.2,-1.8,2.0,-0.5,-1.1,11.7
CCCc1nn(C(=O)c2ccccc2)c2c1C(=O)CC(C)(C)C2,2.0,-2.8,5.1,-0.9,7.0,-0.3,-1.4,-1.9,-8.8
COc1ccc(OCc2cc(C(=O)N3CCN(CC(=O)N(C)C)CC3)no2)c(Cl)c1,4.0,-2.2,2.0,17.4,8.4,-4.7,1.4,7.6,2.3
CC(C)(C)c1ccc(C(=O)NCc2nnc(SCC(=O)NCc3ccco3)o2)cc1,0.0,0.2,-17.8,37.0,-1.9,1.7,2.0,-1.1,24.2
Cc1ccc(S(=O)(=O)N2CCN(C(=O)C3CC3C)CC2)c(C)c1 (centres undefined),0.0,3.3,1.0,-4.6,8.4,-0.3,-1.9,-5.9,3.7
Cc1ccc(OCC(=O)N(C)CC(=O)Nc2ccc(Cl)c(C(F)(F)F)c2)c([N+](=O)[O-])n1,0.0,x,5.9,6.1,7.7,x,3.4,0.5,6.0
Cn1nc(-c2ccc(C(=O)NC3CCCCC3)cc2)c2ccccc2c1=O,0.0,1.3,6.2,7.1,1.6,-1.8,2.6,0.7,-4.3
COc1ccc(C)cc1S(=O)(=O)NC(C)c1cnn(-c2ccccn2)c1C (centres undefined),6.0,-0.8,3.8,-0.5,-4.0,2.8,-1.3,4.1,5.6
O=C(CSc1ncccn1)NC(=O)NCc1ccccc1,0.0,-2.2,13.0,4.5,-0.7,-1.4,-1.1,-1.7,-1.4
O=C(CSc1nnc(-c2ccco2)o1)N1CCCCC1,0.0,1.2,2.6,-23.8,4.3,-3.3,4.5,-0.8,0.5
COc1cc2c(cc1NC(=O)CN(C)Cc1nc3ccccc3c(=O)[nH]1)oc1ccccc12,0.0,3.7,-2.7,-10.4,16.2,2.3,-0.5,-0.8,-9.8
COC(=O)C1C(c2ccccc2)C(C(=O)N2CCN(C)CC2)C1c1ccccc1 (centres undefined),18.0,-2.0,-9.4,-25.8,-0.6,-2.9,2.0,-6.5,0.7
COC(=O)c1cccc(CSc2nc3ccccc3[nH]2)c1,4.0,3.0,1.5,-18.3,7.3,-5.4,-1.0,-0.9,1.9
O=C(NC1CC2CCCC(C1)N2Cc1ccccc1)c1cccc(Cl)c1 (centres undefined),0.0,-6.9,5.5,-22.1,-3.0,0.9,-0.8,-1.1,-6.8
Cc1cc(=O)n(C)c(=O)n1CCCCOc1cccc([N+](=O)[O-])c1,0.0,5.3,-6.1,3.0,0.9,0.6,2.7,-1.4,-6.8
O=C(Nc1ccccc1)N1CCCC1c1cccs1 (centres undefined),1.0,-5.8,8.7,-5.7,-2.9,-6.7,-1.2,-4.8,10.1
COc1ccccc1C(CNC(=O)c1cc(C)nc2ccccc12)N(C)C (centres undefined),0.0,0.5,0.1,1.8,4.0,1.9,1.0,-6.5,-0.9
COc1ccc(N=c2cc(-c3ccc(OC)cc3)oc3ccccc23)cc1,0.0,-1.2,-26.7,17.8,-5.3,4.8,4.2,0.2,-7.1
Cc1ccc([N+](=O)[O-])cc1NC(=O)CCCOc1ccccc1,0.0,-2.2,2.1,15.6,-4.5,0.5,-2.5,2.0,15.7
CCCN1C(=O)SC(CC(=O)Nc2ccc(Br)cc2)C1=O (centres undefined),1.0,7.2,-8.1,5.1,-2.9,6.9,1.8,-2.3,0.0
CC(=O)Nc1cc([N+](=O)[O-])ccc1N1CCOCC1,1.0,6.8,-3.9,4.7,2.6,0.7,1.6,-2.5,-2.0
CC(=O)Nc1ccc(C2NC(=O)c3ccccc3O2)cc1 (centres undefined),2.0,-2.4,1.4,-13.4,1.9,0.8,0.4,1.3,-1.2
CC(C)(C)c1ccc(C(CC(=O)O)NC(=O)Cc2ccc(Cl)cc2)cc1 (centres undefined),1.0,4.0,9.7,2.2,0.0,7.6,-1.4,3.9,-1.1
COc1ccc(Nc2nc(Nc3ccc(OC)cc3)nc(SC3=NCCS3)n2)cc1,0.0,25.1,0.4,0.9,4.2,0.7,4.3,-1.3,12.5
Cc1ccc(C(C(=O)NC2CCCC2)N(Cc2cccs2)C(=O)CNC(=O)c2cccs2)o1 (centres undefined),0.0,12.8,-10.1,-4.9,-1.3,-3.8,0.8,-4.0,4.5
CSCCC(NS(=O)(=O)c1ccccc1F)C(=O)NCC(c1ccco1)N(C)C (centres undefined),0.0,x,0.8,-3.4,13.6,x,x,x,6.3
COc1ccc(/C=C/C(=O)NC2CC3CCC2C3)cc1 (centres undefined),0.0,2.0,5.0,-14.9,-5.3,-0.6,-1.0,-4.6,3.2
Cc1cc(NC(=O)c2ccc(Cl)cc2)n(-c2ccccc2)n1,0.0,2.3,-5.2,-4.8,-0.5,-1.8,1.0,-0.1,6.5
Clc1ccccc1-c1ccc2ncnc(NCc3cccnc3)c2c1,1.0,x,6.7,x,2.3,x,x,x,-3.1
Cc1ccc2sc(N(CCN(C)C)C(=O)c3ccc4ccccc4c3)nc2c1C,3.0,-7.8,-1.6,i,3.8,-1.3,2.2,2.6,0.0

Among those listed so far, these have fluorine.
SMILES,GRK2 inh,HCV core dimer,proCasp7 act,GASC-1 inh,procasp3 activ,Fh CTSL1 inh,PP5 inh,PP1 counter,VLA-4 inh
CN(C)CCN(C(=O)C1=COCCO1)c1nc2ccc(F)cc2s1,0.0,-13.6,-7.2,8.2,-1.8,2.0,-0.5,-1.1,11.7
Cc1ccc(OCC(=O)N(C)CC(=O)Nc2ccc(Cl)c(C(F)(F)F)c2)c([N+](=O)[O-])n1,0.0,x,5.9,6.1,7.7,x,3.4,0.5,6.0
CSCCC(NS(=O)(=O)c1ccccc1F)C(=O)NCC(c1ccco1)N(C)C (centres undefined),0.0,x,0.8,-3.4,13.6,x,x,x,6.3

Next part
SMILES,GRK2 inh,HCV core dimer,proCasp7 act,GASC-1 inh,procasp3 activ,Fh CTSL1 inh,PP5 inh,PP1 counter,VLA-4 inh
Cc1c(C(=O)NN)sc(-c2ccccc2)c1C#N,1.0,6.4,-11.8,2.2,-4.2,1.3,2.2,-2.8,16.9
CCOc1ccc(-n2c(=S)sc3c(=O)n(-c4ccccc4)c(SC)nc32)cc1,6.0,13.5,-1.3,-9.7,9.1,7.9,-0.3,5.0,16.6
COc1cccc(Cn2nnc(C(=O)NCc3ccc4c(c3)OCO4)c2N)c1,1.0,3.2,-3.4,3.6,-7.2,-1.0,-0.1,-2.6,3.2
CCOC(=O)c1ccc2c(c1)n(CCO)c(C)[n+]2CC,0.0,-0.1,-5.5,-14.4,-13.4,-0.2,0.8,2.7,-8.3
O=[N+]([O-])c1ccc2[nH]cc(S(=O)(=O)N3CCN(c4cccc(Cl)c4)CC3)c2c1,1.0,16.4,2.4,-0.1,2.0,2.5,4.1,2.7,4.1
N#CCCN/N=C(/Cc1nc2ccccc2[nH]1)c1cccc(Cl)c1,0.0,16.0,6.9,2.3,3.9,3.5,3.5,4.6,-3.4
CCCC(=O)NC(Nc1c(C)n(C)n(-c2ccccc2)c1=O)C(Cl)(Cl)Cl (centres undefined),7.0,-3.2,2.8,-1.1,0.0,-4.5,1.7,2.2,0.0
CCc1ccc2[nH]c(=O)c(CN(CCCN3CCOCC3)C(=O)Nc3ccc(F)cc3)cc2c1,0.0,1.0,12.3,1.2,-0.7,3.8,3.6,3.6,-3.4
COc1cc(CC(=O)Nc2sccc2C(N)=O)cc(OC)c1OC,2.0,9.0,11.2,-17.3,-6.2,-1.9,-0.4,-6.3,12.0
COC(=O)c1c(NC(=O)CSc2nnnn2-c2ccccc2)sc2c1CCCC2,2.0,22.9,0.7,18.7,-7.7,1.5,2.1,0.2,15.9
Cc1ccc(OCC(=O)N(Cc2cccc(F)c2)C2CCS(=O)(=O)C2)cc1 (centres undefined),0.0,7.4,-3.3,0.1,-7.3,-0.9,0.3,1.8,2.3
Cc1sc(/C=C2\C(=O)ON=C2c2ccccc2)cc1Br,1.0,-1.7,-6.0,-4.4,-0.7,0.7,1.8,-5.3,-0.3
CCSC(=S)Nc1c(C)n(C)n(-c2ccccc2)c1=O,0.0,-3.3,4.3,1.8,-2.7,-5.2,-0.2,-4.6,-3.6
CCN1CCSc2ccc(C(=O)NCc3cccc(F)c3)cc21,2.0,-5.9,-8.0,3.3,6.3,-0.1,5.6,-4.2,-1.5
Cc1nn(C)c(Cl)c1CN1CCC(CO)(CC2CCCCO2)CC1 (centres undefined),0.0,3.0,2.8,-0.3,1.5,-0.9,-1.1,-2.0,4.1
